# Screens from PubChem BioAssay.
# L929 necroptosis: blocks zVAD induced death of L929 cells; L929 zVAD necroptosis rescue, ATP luminescence, 24 h; with zVAD 60 µM; viability rescue, % at 10 µM; 0.38% of 220,000 active; AID 1377;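 active = activation, scaled between plate controls, above about 75%, limit read from the data; inactive = activation under that limit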;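 also: 0% = zVAD with DMSO and 100% = DMSO alone without zVAD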
# Runt-CBFb FRET: Runt domain-CBFb interaction inhibition | Q01196+Q13951 | Cerulean-Runt/Venus-CBFb FRET ratio 530/480, 1 h | inhibition, % at 20 µM | 0.46% of 220,000 active;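 active = inhibition over about 50% at 20 µM in the single-dose screen, limit read from the data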;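 also: 0% = DMSO wells and 100% = excess unlabeled CBFb competitor control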
#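 Doses: 20 µM compound in 1% DMSO | Material: Cerulean-labeled Runt domain protein | Amount: Each fluorescent fusion protein 100 nM | Schedule: Two 1 h room-temperature incubations shielded from light | Measured by: FRET fluorescence | Evaluation: Loss of energy transfer signal | Controls: Unlabeled CBFb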
# MDM2 E3 inh: inhibitors of human Mdm2 E3 ubiquitin ligase. Q00987. cell-based MDM2 ubiquitination luciferase reporter, 2 h; 0 = plate control, 100 = twice control, blank-subtracted. signal enhancement, % at 5 µM. 0.11% of 210,000 active;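 active = signal enhancement of 30% or more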;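 also: luminescence tracks abundance of the self-degrading MDM2-luciferase fusion protein; higher signal means inhibition of MDM2 E3 ligase activity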
# Target sequence (Q00987 whole entry, looked up, the tested form may be a part): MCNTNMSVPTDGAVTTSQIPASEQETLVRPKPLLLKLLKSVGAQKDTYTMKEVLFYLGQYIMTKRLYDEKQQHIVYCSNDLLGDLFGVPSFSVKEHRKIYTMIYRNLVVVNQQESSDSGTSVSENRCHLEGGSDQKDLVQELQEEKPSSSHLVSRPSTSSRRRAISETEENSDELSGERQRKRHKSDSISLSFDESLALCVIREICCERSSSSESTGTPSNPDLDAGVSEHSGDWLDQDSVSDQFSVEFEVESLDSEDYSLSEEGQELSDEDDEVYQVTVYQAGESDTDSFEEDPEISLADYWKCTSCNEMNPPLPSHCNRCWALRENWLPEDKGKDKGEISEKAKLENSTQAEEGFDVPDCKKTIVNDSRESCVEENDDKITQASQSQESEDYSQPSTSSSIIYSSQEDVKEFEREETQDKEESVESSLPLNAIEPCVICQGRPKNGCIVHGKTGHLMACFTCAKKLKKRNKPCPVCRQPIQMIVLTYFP
#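 Material: stable MDM2–luciferase fusion reporter cells / Quantity: 2000 cells/well / Dosing: single 5 µM compound dose, 0.2% final DMSO / Buffer or medium: DMEM / Schedule: 4 h cell settling then 2 h compound exposure, 37 °C / Detection: luminescence with SteadyLite reagent, 15 min at room temperature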
# NCF1 inh: blocks human p47phox regulatory protein of NADPH oxidases; 0.53% of 220,000 active; inhibition, % at 24.7 µM; p47phox/p22phox peptide binding, fluorescence polarization, 2 h; AID 1274;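 active = inhibition above about 30%, limit read from the data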;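 also: 0% = p47phox with labelled peptide and 100% = labelled peptide alone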
# Target sequence (P14598 whole entry, looked up): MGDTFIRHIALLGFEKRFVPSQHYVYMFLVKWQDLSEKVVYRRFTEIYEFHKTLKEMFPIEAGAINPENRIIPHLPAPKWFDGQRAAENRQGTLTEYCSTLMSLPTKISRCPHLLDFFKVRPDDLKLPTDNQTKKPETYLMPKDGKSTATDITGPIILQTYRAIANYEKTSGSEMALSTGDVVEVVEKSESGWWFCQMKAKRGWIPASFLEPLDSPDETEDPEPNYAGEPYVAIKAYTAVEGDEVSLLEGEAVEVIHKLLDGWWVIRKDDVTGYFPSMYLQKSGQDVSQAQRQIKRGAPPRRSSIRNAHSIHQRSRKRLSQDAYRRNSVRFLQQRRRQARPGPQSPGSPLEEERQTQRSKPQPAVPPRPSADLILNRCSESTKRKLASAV
# TbHK1 inh: T. brucei hexokinase 1 inhibition. 0.11% of 220,000 active. inhibition, % at 10 µM. recombinant TbHK1, G6PDH-coupled NADH A340;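 active = inhibition of 50% or more in the single-dose primary screen; inactive = inhibition below 50%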
# Runt-SMMHC FRET: Runt domain-CBFb-SMMHC interaction inhibition | Q01196+Q13951 | Cerulean-Runt/Venus-CBFb-SMMHC FRET ratio 530/480, 1 h | inhibition, % at 20 µM | 0.74% of 220,000 active | AID 1434;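 active = mean inhibition across duplicate retests at 20 µM reaching about 50%, limit read from the data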;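 also: 0% = DMSO wells and 100% = wells with excess untagged CBFb-SMMHC; inhibitors lower the FRET ratio by blocking Runt binding to CBFb-SMMHC; some results filed as inactive read as strong as hits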
# Hck-Nef inh: inhibitors of human Hck kinase activated by Nef. inhibition, % at 20 µM. 0.68% of 220,000 active. Recombinant Hck-YEEI plus Nef, Z-Lyte FRET kinase assay. P08631. AID 463187;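 active = Hck-Nef kinase inhibition above about 50%, limit read from the data; inactive = inhibition below that limit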;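 also: 0% = DMSO with Hck plus Nef and 100% = Hck alone without Nef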
# EBV gp42 inh: blocks Epstein-Barr virus glycoprotein 42 binding | Q1HVG2 | inhibition, % (tested at 21.74 µM) | Fluorescence polarization binding assay, mP read-out | AID 1085 | 0.42% of 220,000 active; in the data active = inhibition above about 50%
# Target sequence (Q1HVG2 whole entry, looked up): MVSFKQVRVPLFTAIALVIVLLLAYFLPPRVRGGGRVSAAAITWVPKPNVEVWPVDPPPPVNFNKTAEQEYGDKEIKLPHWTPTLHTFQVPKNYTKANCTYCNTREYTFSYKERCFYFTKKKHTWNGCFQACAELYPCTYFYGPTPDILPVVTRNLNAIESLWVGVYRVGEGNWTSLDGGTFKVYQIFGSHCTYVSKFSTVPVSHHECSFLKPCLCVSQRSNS
# 14-3-3 Bad PPI: disrupts binding of bovine 14-3-3 zeta to phospho-Bad peptide; TR-FRET 14-3-3zeta/Dy647-pBad peptide displacement, 1 h; inhibition, % at 21.7 µM; AID 781; 0.71% of 220,000 active; P63103;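 active = inhibition above about 70%, limit read from the data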;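 also: 0% = full 14-3-3 plus peptide FRET controls and 100% = background without 14-3-3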
# * hit, by the source's call; · = not tested or not shown; [ ] = remark or other dose.
SMILES,L929 necroptosis,Runt-CBFb FRET,MDM2 E3 inh,NCF1 inh,TbHK1 inh,Runt-SMMHC FRET,Hck-Nef inh,EBV gp42 inh,14-3-3 Bad PPI
COc1ccccc1OCCn1cc(/C=N/n2cnnc2)c2ccccc21,0.9,-10,-5,-10,-14,1,6,3,2[fluorescence artefact?]
CCCCC[C@H](O)/C=C/C1=C(CCCCCCC(=O)O)C(=O)CC1,18,-1,·,-10,27,-3,3,1,3
Cc1ccc(-c2ccc(SCC(=O)N3CCN(c4ccccc4)CC3)nn2)cc1,1.2,-1,-11,-13,-2,-5,12,-12,0[fluorescence artefact?]
O=S(=O)(c1ccc(N2CCN(S(=O)(=O)c3ccc4c(c3)OCCO4)CC2)nc1)N1CCCC1,0.2,·,-13,-53,-8,·,8,-38,-13[fluorescence artefact?]
CC(C)C[C@@H]1NC(=O)[C@H](C(C)C)NC(=O)c2cc([N+](=O)[O-])cc(I)c2NCC[C@@H](C(N)=O)NC1=O,0.0,-6,·,3,-5,-8,-5,-23,23
Cc1nc2c(-c3ccc(F)cc3)cnn2c2c1CCC2,70,-3,-8,-7,1,-4,17,-15,-10
Cc1ccnc(NC(=S)NC(=O)/C=C/c2ccco2)c1,0.3,2,-6,-10,-37,0,0,2,1
C=CCn1c(SCc2ccc(Cl)cc2)nc2c1c(=O)[nH]c(=O)n2C,0.0,-3,-8,-4,7,3,2,-17,16
COC(=O)c1cc2ccsc2n1CC(=O)Nc1ccc(N(C)C)cc1,0.9,9,-10,3,-5,0,-1,-14,2
O=C(Oc1ccc2c(=O)c(Oc3ccc4ccccc4c3)coc2c1)c1cncc(Br)c1,0.8,4,-9,-16,3,0,2,-8,3[fluorescence artefact?]
Cc1ccc(-n2ncc3c(=O)[nH]cnc32)c(C)c1,0.2,2,-11,-9,3,1,1,-12,4[fluorescence artefact?]
COc1ccc(N(CC(=O)Nc2ccc(C)c(C)c2)S(=O)(=O)c2c(C)n[nH]c2C)cc1,-1.1,-5,-8,-20,-2,-2,0,-7,5
CCC(=O)C1=C(N2CCCC2)CC(C)(C)CC1=O,0.2,0,-27,-6,-8,3,1,6,0
O=C(COC(=O)c1cc(-c2ccccc2Cl)nc2ccccc12)Nc1ncc(C(F)(F)F)cc1Cl,1.6,1,-9,-2,-5,0,0,-2,11[fluorescence artefact?]
COc1ccccc1N1CCN(C(=O)CSc2nc3ccccc3o2)CC1,-0.8,0,-26,-20,2,-1,1,-14,-9
COc1cccc(NC(=S)NCc2cccnc2)c1,-0.1,-1,-6,-11,0,2,0,3,-4[fluorescence artefact?]
CS(=O)(=O)N(CC(=O)Nc1ccccc1C(=O)NCc1ccco1)c1ccc2c(c1)OCCO2,0.3,0,-8,-6,2,0,0,-4,-10
O=C(NCc1ccc(Cl)cc1)C(=O)NCC1OCCN1S(=O)(=O)c1ccc2c(c1)OCCO2 (stereo not given),4.0,-1,·,-36,6,0,-8,-20,3[fluorescence artefact?]
O=C(COC(=O)Cc1ccsc1)NC1CCCCCC1,0.0,0,2,-8,6,1,1,0,0
COCCNc1nnc(SC(C)C(=O)Nc2ccc(-c3nc4ccc(C)cc4s3)cc2)s1 (stereo not given),4.0,-4,-22,-11,-29,-9,5,-28,0
COc1ccc(C(=O)CSc2nc3cccnc3n2C)cc1,0.2,-1,·,-10,2,-1,12,13,0
Fc1ccc(NCc2ccccc2F)cc1Cl,0.3,0,-8,1,-1,-3,1,-9,-4
COc1cc(CNc2ccc(N3CCCC3)cc2)ccc1OCc1ccccc1,0.9,2,-15,6,3,-2,1,12,7[fluorescence artefact?]
CN(C)S(=O)(=O)c1cccc(NC(=O)COC(=O)CCC(=O)c2ccc(F)cc2)c1,1.2,-2,-8,-19,31,0,0,-13,-16
O=C(Nc1ccc2oc(=O)ccc2c1)c1cc2ccccc2o1,·,-1,-21,32*,-4,-5,-4,-6,10[fluorescence artefact?]

# Quoted at random: 3 compounds from above
SMILES,L929 necroptosis,Runt-CBFb FRET,MDM2 E3 inh,NCF1 inh,TbHK1 inh,Runt-SMMHC FRET,Hck-Nef inh,EBV gp42 inh,14-3-3 Bad PPI
Cc1ccnc(NC(=S)NC(=O)/C=C/c2ccco2)c1,0.3,2,-6,-10,-37,0,0,2,1
COc1cc(CNc2ccc(N3CCCC3)cc2)ccc1OCc1ccccc1,0.9,2,-15,6,3,-2,1,12,7[fluorescence artefact?]
COc1ccc(N(CC(=O)Nc2ccc(C)c(C)c2)S(=O)(=O)c2c(C)n[nH]c2C)cc1,-1.1,-5,-8,-20,-2,-2,0,-7,5

# The list continues:
SMILES,L929 necroptosis,Runt-CBFb FRET,MDM2 E3 inh,NCF1 inh,TbHK1 inh,Runt-SMMHC FRET,Hck-Nef inh,EBV gp42 inh,14-3-3 Bad PPI
Cc1nn(C)cc1CN(C)Cc1c(C(=O)N(C)Cc2ccccc2)nc2ccccn12,2.1,-1,24,5,-5,3,18,-11,9
COc1cccc2[nH]c(C(=O)NN)c(N)c12,1.4,6,-10,-3,34,2,5,-2,1
CCC(Sc1nccn1C)C(=O)Nc1nnc(C)s1 (stereo not given),0.5,0,-6,5,2,1,0,-4,11
Cc1ccc(C)c(/C(O)=C2\C(=O)C(=O)N(CCCN3CCOCC3)C2c2cccnc2)c1 (stereo not given),0.0,-1,-7,-6,-13,2,-1,-17,-15
COc1ccc(Oc2nccc(-c3ccc(F)cc3)c2C#N)cc1,-0.2,-1,-19,5,-9,-1,0,-6,-6[fluorescence artefact?]
CN(Cc1ccccc1)C(=O)c1ccccc1C(=O)O,0.0,-1,-26,12,-1,0,-7,10,-9
CCCCOc1ccc2c(C)cc(=O)oc2c1OCCCC,0.7,-10,4,-1,3,-14,7,-5,0[fluorescence artefact?]
C#CC(C)(CC)NC(=O)c1cc2cccc(CC=C)c2oc1=O (stereo not given),0.9,3,-9,0,5,1,14,-10,14
CCc1ccccc1NC(=O)N[C@@H](C)C(=O)O,0.9,-2,-5,0,10,2,0,-2,5[fluorescence artefact?]
COc1ccc(C(=O)/C(=C\N(C)C)n2nc(C)cc2C)cc1,0.4,1,-6,-4,-2,3,-22,0,12
COc1ccc(F)cc1S(=O)(=O)N1CCCCC1,-0.3,1,·,-2,-10,-4,21,-14,2
CC1CCC2(CC1)NC(=O)N(CC(=O)Nc1nc(-c3ccc(F)cc3)cs1)C2=O (stereo not given),0.9,2,-13,-117,-19,-6,4,-27,-4
O=[N+]([O-])c1ccc(N2CCOCC2)cc1NCc1ccccc1,-0.2,-5,5,6,-4,-1,1,-12,-4
COc1ccc(CCN2CC(C(=O)O)CC2=O)cc1 (stereo not given),-0.2,2,4,0,-2,-6,0,-30,-6[fluorescence artefact?]
Cc1cc(C)cc(SCc2noc(C(=O)NCc3ccccc3)c2C(=O)NCc2ccccc2)c1,0.2,2,14,4,-7,-1,22,-9,0
CC1(C)CC(=O)c2sc(NC(=O)CN3CCOCC3)nc2C1,-0.3,1,-20,-13,-23,3,5,-6,0
CCc1ccc(S(=O)(=O)Nc2ccc(-c3nc4cccnc4s3)cc2)s1,8.1,80*,-18,-70,-18,148*,8,-4,7
CN1CCCN(C(=O)c2ccc(Cl)c(S(=O)(=O)N(C)c3ccccc3)c2)CC1,-0.8,-3,-14,-6,-4,5,1,-18,5
CCOC(=O)N1CCN(C(=O)CCn2c(=O)[nH]c3ccsc3c2=O)CC1,11,-1,-21,2,5,3,25,-9,-11
CN(C)CCCNC(=O)/C(=N\O)c1ccccc1,0.7,1,-12,-3,-1,1,1,-16,14
CCOc1ccc(-c2ccc(SCc3ccccn3)nn2)cc1,0.5,2,-6,3,-3,-1,4,11,-6
CCCc1cc(=O)n2[nH]c(-c3ccc(OC)cc3)nc2n1,0.1,3,4,-2,1,0,1,-11,7
O=C(c1ccco1)N1CCN(c2nc3ccsc3c(=O)s2)CC1,3.7,3,-15,-9,-5,2,6,-13,7
O=C(/C=C/c1ccc(Cl)cc1Cl)Nc1ccc(CN2CCOCC2)cc1,19,-1,-23,-24,-21,-1,3,-16,-1
CC(=O)c1ccc(N2CCN(C(=O)Nc3ccc(C)cc3)CC2)cc1,2.4,0,-17,-9,-16,-3,-7,-2,-5
# Following part
SMILES,L929 necroptosis,Runt-CBFb FRET,MDM2 E3 inh,NCF1 inh,TbHK1 inh,Runt-SMMHC FRET,Hck-Nef inh,EBV gp42 inh,14-3-3 Bad PPI
COc1cc(C(=O)N2CCN(C(=O)C3CC3)CC2)cc(OC)c1OC,-0.2,3,-11,-1,4,1,3,0,-1
CCOc1c(CNCCN2CCOCC2)cccc1OC,-0.4,2,-4,-8,-8,-1,1,-4,39[fluorescence artefact?]
CC1SC2(NC1=O)C1CC3CC(C1)CC2C3 (stereo not given),2.7,-2,-7,-1,-5,1,16,-8,-1
Cc1cccc(NC(=O)C2CCCN(S(=O)(=O)c3cccc4nsnc34)C2)c1 (stereo not given),0.3,2,-4,-27,-5,-8,-1,-17,4
COc1ccc(C(CC(=O)N2CCCCC2)c2c(OC)cc(OC)c3ccc(=O)oc23)cc1 (stereo not given),1.9,3,8,-10,-27,2,20,-19,2
Cn1c(=O)[nH]c(=O)c2c1nc(NCc1ccco1)n2CCCc1ccccc1,0.2,-2,-7,-12,-1,2,-1,-10,2
Cc1cc(Cl)ccc1NC(=O)C1CCN(S(C)(=O)=O)CC1,-0.8,1,-43,·,-9,-3,-14,-1,-2
Cc1cc(NC(=O)CSc2nnc(C3CC3)n2-c2ccccc2)no1,-0.5,2,-4,3,-4,-3,20,-10,-7
CCCOC(=O)c1ccc(NC(=O)CCC(=O)OCC)cc1,-0.3,-3,-28,-4,-20,5,-3,-6,-4
COc1ccc(C2C(C(=O)OC(C)C)=C(C)N=c3s/c(=C\c4cccs4)c(=O)n32)cc1 (stereo not given),0.1,-43,-15,-35,-9,-129,0,-7,2
O=C1[C@@H]2[C@H](C(=O)N1n1cnnc1)[C@H]1C=C[C@@H]2C1,-0.5,-1,-22,7,3,-2,1,0,-4
Cc1cc(C)nc(NS(=O)(=O)c2ccc(NC(=S)NC(=O)C(C)(C)C)cc2)n1,-0.5,5,2,-7,-12,1,1,-11,7[fluorescence artefact?]
Cc1cccc(NC(=O)c2nc[nH]c2C(=O)Nc2cccc(C)c2)c1,2.8,0,24,2,-14,1,23,-12,-10
O=C(Nc1ccc(Cl)c(C(F)(F)F)c1)c1ccncc1,7.2,·,-26,-6,-2,·,25,-2,-13
Cc1nn(-c2ccccc2)c(N)c1C1(O)C(=O)N(C(C)C)c2ccccc21 (stereo not given),1.7,-1,-3,-13,0,2,4,-11,-20[fluorescence artefact?]
O=S(=O)(c1ccccc1)N1CCN=C1SCc1cccc(Cl)c1,0.5,-4,-10,-8,-2,-3,5,-3,14[fluorescence artefact?]
CC(=O)Nc1ccc(NC(=O)CN(C)S(=O)(=O)c2ccc3nc(C)sc3c2)cc1,3.9,0,4,-2,4,1,-2,-17,-5
CCN(CC)C(=O)CSc1nnc(-c2ccc(F)cc2)n1N,1.8,-1,-7,-1,7,1,9,20,·
CCOC(=O)C1CCN(Cc2ccc(F)cc2F)CC1,-1.2,2,-14,-5,3,-1,-3,-1,76*
COc1ccc(-c2noc(CSc3nc(-c4ccccc4)cc(=O)[nH]3)n2)cc1,0.1,-35,-2,-7,-10,-5,5,-77,69[fluorescence artefact?]
